Lipid storage S3 – qHTS Assay for Lipid Storage Modulators in Drosophila S3 Cells; Drosophila S3 cells, BODIPY lipid droplet fluorescence, 18-24 h; cells fed with added oleic acid; lipid storage change, negative = inhibition, % at the top dose, mostly 46.1 µM; hits show Potency in µM; 320,000 tested, 0.64% active; active = well fitted inhibition curve with a large enough effect in the signal ratio, with a control signal flat, not every such curve was filed as active; inconclusive = small, poorly fitted or top-dose-only effect, or effect the other way, or a change in a side signal; the % refers to the signal ratio
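Drosophila S3 cells got compounds at several concentrations plus oleic acid (400 uM solution). Laser-scanning cytometry with 488 nm excitation read lipid droplets at 500-530 nm and cells at 575-640 nm. Percent activity was relative to 20 uM Triacsin C.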
Lipid storage S3 cell count max – also measured in Lipid storage S3; calls as there; cell number change, %; measured here: cell count max response;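 cells counted by Cell Tracker Red CMTPX staining in the red channel; peak over a dose series mostly up to 46.1 µM; percent activity relative to internal control wells on each plate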
Active calls of the source: *; i = inactive; ? = inconclusive; · = no result given. % is set by controls: 0 for no effect and ±100 for the full control effect; potency is the fitted concentration of half-maximal effect. The list is partial; the hit share may differ from the screen's.

Molecule,Lipid storage S3,Lipid storage S3 cell count max
COc1ccc(-c2nc(-c3ccc(Br)cc3)no2)c(OC)c1,11.8%,-11.8
CC(Sc1nc(NCc2ccccc2)nc(N(C)C)n1)C(=O)Nc1ccccc1 (stereo unspecified),?,·
O=C(CSc1ccccc1)Nc1ccc2c(c1)C(=O)NC2=O,?,·
CCOP(=O)(OCC)/C(C#N)=C/c1cc(OC)ccc1OC,?,·
CC1=C(C(=O)Nc2ccc(C)cc2C)C(c2ccc(C)o2)NC(=S)N1 (stereo unspecified),?,·
COc1ccccc1CNC(=O)c1oc2ccc(S(=O)(=O)N3CCCC3)cc2c1C,-29.2%,·
CCC(CC)c1nnc(NC(=O)CCNC(=O)c2ccccc2Cl)s1,?,·
COc1ccc(CN2CCC(CO)(CCOc3ccccc3)CC2)cc1C,2.9%,6.0
Cc1nc(NC(=O)CSc2ccccc2N)sc1C,i,1.8
COc1cccc(N2CCN(C(=O)c3ccc4ccccc4c3)CC2)c1,i,8.1
O=C(N/N=C/c1ccccc1OCc1ccccc1)c1cccs1,?,·
CCC(OC(=O)c1nsc(Cl)c1Cl)C(=O)NCC1CCCO1 (stereo unspecified),-22.9%,9.5
CN(C)CCCN1C(=O)C(=O)/C(=C(/O)c2ccc(OCc3ccccc3)cc2)C1c1cccnc1 (stereo unspecified),?,·
CCNC(=O)C1CCCN1C(=O)C(CCCN=C(N)N)NC(=O)C(CC(C)C)NC(=O)C(Cc1cn(Cc2ccccc2)cn1)NC(=O)C(Cc1ccc(O)cc1)NC(=O)C(CO)NC(=O)C(Cc1c[nH]c2ccccc12)NC(=O)C(Cc1cnc[nH]1)NC(=O)C1CCC(=O)N1 (stereo unspecified),-21.8%,-6.7
COc1ccc(NC(=O)c2cc3c([nH]c4ccccc43)c(C)n2)cc1,?,·
COc1ccc(/C=N/Nc2nc(Nc3ccccc3)nc(N3CCCC3)n2)cc1[N+](=O)[O-],1.8%,-2.9
COc1ccc(N2CCN(C(=O)CN3C(=O)COc4ccccc43)CC2)cc1,i,14.2
Cn1c(SCC(=O)N2CCc3ccccc32)nnc1-c1ccc(S(=O)(=O)N2CCCC2)cc1,0.8%,11.7
O=C(c1ccc2nc3ccc(Cl)cc3c(=O)n2c1)N1CCOCC1,18.5%,6.9
CC(C)c1cccc(-c2ccc3c(c2)S(=O)(=O)c2cccc(C(=O)O)c2C3=O)c1,?,·
COc1cccc(OCc2ccc(C(=O)NCC3CCCO3)cc2)c1 (stereo unspecified),?,·
CC(=O)c1sc(NC(=O)CS(=O)(=O)c2ccccc2)nc1-c1ccccc1,?,·
Cc1ccc2nc(-c3ccncc3)cc(C(=O)NCc3ccccc3F)c2c1,-10.1%,9.4
O=C(Cc1cccc2ccccc12)Nc1ccc2c(c1)C(=O)NC2=O,?,·
CC(=O)N1CCN(C(=O)c2ccc(OC3CCN(Cc4ccccn4)CC3)cc2)CC1,?,·
CCc1c(C)nc2ncnn2c1N1CCC(C(=O)Nc2ccccc2)CC1,?,·
Clc1cccc(Cl)c1CSc1nnc([C@@H]2CCCN2)o1,13.0%,6.4
N/C(=N\OC(=O)c1ccccc1[N+](=O)[O-])c1ccccn1,-3.7%,-0.8
COc1ccc(-n2nnnc2/C=C/Nc2cc(C(F)(F)F)ccc2OC)cc1,1.2%,-0.3
CCCCCn1c(N2CCC(C(N)=O)CC2)nc2c1c(=O)[nH]c(=O)n2C,10.4%,7.8

Some of these compounds in order of length of the SMILES, highest first:
Molecule,Lipid storage S3,Lipid storage S3 cell count max
CCc1c(C)nc2ncnn2c1N1CCC(C(=O)Nc2ccccc2)CC1,?,·
COc1cccc(OCc2ccc(C(=O)NCC3CCCO3)cc2)c1 (stereo unspecified),?,·
Cc1nc(NC(=O)CSc2ccccc2N)sc1C,i,1.8

Next part.
Molecule,Lipid storage S3,Lipid storage S3 cell count max
COc1ccc(NC(=O)c2ccco2)cc1NC(=O)c1ccccc1[N+](=O)[O-],-0.9%,5.2
COc1ccc(/C=N/NC(=O)c2ccn[nH]2)cc1COc1ccc([N+](=O)[O-])c(C)c1,1.1%,21.3
CCOC(=O)/C(C(C)=O)=C1/OC(=O)c2ccccc21,?,·
CSc1nc(-c2ccccc2)nc(NC(C)=O)c1C(C)=O,?,·
COc1cc(C2C(C(=O)c3cccs3)=C(O)C(=O)N2Cc2ccco2)cc(OC)c1OC (stereo unspecified),-10.3%,-27.2
CCOc1ccccc1NC(=O)CCN1CCN(S(=O)(=O)c2ccc(Br)cc2)CC1,i,·
COc1ccccc1NS(=O)(=O)c1cc(C)ccc1C,?,·
Cc1ccc(C)c(-c2nnc(NC(=O)C3=COCCO3)o2)c1,?,·
COc1cccc(NC(=O)C2CCCN(S(=O)(=O)c3cccc4nsnc34)C2)c1 (stereo unspecified),-2.3%,3.2
CSCCC(NS(=O)(=O)c1cccc(C(F)(F)F)c1)C(=O)N(C)CCOc1ccc(Cl)cc1 (stereo unspecified),?,·
Cc1cc(C)c(C#N)c(SCC(=O)OC2CCCCC2)n1,15.6%,16.7
NC(=O)C1CCN(C(=O)c2ccc(NS(=O)(=O)c3ccc(F)c(F)c3)cc2)CC1,?,·
O=C(Nc1ccc2ccccc2n1)c1ccc(Cl)cc1,4.6%,-2.1
COc1cc(C(=O)N2CCCc3ccccc32)c([N+](=O)[O-])cc1OC,i,23.6
COC(=O)c1cc(OC)nc2c1c(=O)n(C)c(=O)n2C,?,·
Cc1ccc(P(=O)(CO)c2ccc(C)cc2)cc1,?,·
CC(=O)Nc1ccc(S(=O)(=O)NC2CC(=O)N(c3cccc(F)c3)C2)cc1 (stereo unspecified),?,·
CC(=O)Nc1ccc(C(=O)Cn2c3[n+](c4c(F)c(F)ccc42)CCCCC3)cc1,-4.2%,-19.2
O=C(O)CC(NC(=O)c1ccccc1NC(=O)c1ccccc1)C(=O)O (stereo unspecified),-80.1%,·
O=C(Nc1ccon1)c1cccc(S(=O)(=O)N2CCCC2)c1,?,·
O=C1/C(=C/c2cccs2)SC(=S)N1NS(=O)(=O)c1ccccc1,8.6%,6.0
COCCn1c(SCC(=O)Nc2ccccc2)nc2c1c(=O)[nH]c(=O)n2C,8.0%,-6.5
CCOC(=O)N1CCN(S(=O)(=O)c2cc(C)c(C)cc2C)CC1,?,·
CSc1nsc(/C=C/Nc2cccc(Cl)c2)c1C#N,?,·
COc1ccc(N2C(=O)C3C(c4ccc(C(=O)O)cc4)NC(Cc4ccccc4)(C(=O)O)C3C2=O)c([N+](=O)[O-])c1 (stereo unspecified),?,·
COC(=O)c1sccc1S(=O)(=O)Nc1ccc(C)cc1,-2.0%,-4.5
CCOC(=O)Cc1csc(SCC(=O)N(CC(C)C)c2c(N)n(Cc3ccccc3)c(=O)[nH]c2=O)n1,?,·
CCCCCCCCNC(=O)/C(C#N)=C/c1ccccc1[N+](=O)[O-],?,·
CCOC(=O)c1[nH]c(C)c(C(=O)O)c1C,?,·
CC(=O)NC12CC3CC(C1)CC(C(=O)N1CCN(S(=O)(=O)c4ccc(Cl)s4)CC1)(C3)C2,?,·

Further structures
Molecule,Lipid storage S3,Lipid storage S3 cell count max
CC(=O)Nc1ccc(/C=C2\Sc3ccccc3C2=O)cc1,?,·
CCc1noc(C)c1C(=O)NNC(=O)c1nn(C)c(=O)c2ccccc12,?,·
C=C1SC(=Nc2c(C)cccc2Cl)N(C(=O)c2sc3ccccc3c2Cl)C12CCCCC2,8.4%,3.3
O=C(COc1ccc2ccc(=O)oc2c1)Nc1ccc(N2CCOCC2)cc1,15.9%,9.8
Cc1ccc(NC(=O)C[n+]2ccccc2)cc1[N+](=O)[O-],12.4%,8.0
CCOc1ccc(C2C(C#N)=C(N)SC(N)=C2C#N)cc1OC,?,·
Cc1cccc(C)c1NC(=O)N1CCC(c2nc3ccccc3o2)CC1,?,·
C(=N\NC1=Nc2cccc3cccc1c23)/c1cccnc1,?,·
CCc1ccc(OCCOCC(O)CN2CCN(Cc3ccc(Cl)cc3)CC2)cc1 (stereo unspecified),?,·
Cc1ccc(C)c(NC(=O)CSc2nnc(NC(=O)C3CC3)s2)c1,4.4%,18.3
Cc1ccccc1/C(N)=N/O,-4.3%,1.9
Cc1ccc(Nc2ccc(C(=O)N3CCCC3)cn2)c(C)c1,?,·
COc1ccc(C(C)NC(=O)Cc2cccs2)cc1 (stereo unspecified),?,·
COc1ccc(/C=C2\SC(=S)N(C(C(=O)O)c3ccccc3)C2=O)c(OC)c1 (stereo unspecified),4.3%,2.2
CN1CCN(C2=C(Cl)C(=O)N(c3ccc(Cl)cc3)C2=O)CC1,?,·
CCOC(=O)N1CCN(c2c(NCCc3ccc(OC)c(OC)c3)c(=O)c2=O)CC1,?,·
COc1ccc(N=CC=C2OC(C)(C)C(C)(C)O2)cc1OC,19.2%,4.1
CC1=N/C(=C\c2ccc3c(c2)OCO3)C(=O)N1c1ccc(C(=O)O)cc1,?,·
Cc1cccc(/C(N)=N/OC(=O)c2cccc3ccccc23)c1,?,·
Fc1ccccc1NC(=S)N1CCN(Cc2ccc3c(c2)OCO3)CC1,-8.9%,-13.6
COc1ccc(C(=O)Nc2c(N)nc(SCC(=O)Nc3ccc(NC(C)=O)cc3)[nH]c2=O)cc1OC,?,·
CCC1CCCCN1CCNC(=O)C1CCN(S(=O)(=O)c2c(C)noc2C)CC1 (stereo unspecified),?,·
CC1Sc2ccc(C(=O)Nc3cc(S(C)(=O)=O)ccc3Cl)cc2NC1=O (stereo unspecified),?,·
Cc1cc(SCC2=NNC(=O)C2)c(Cl)cc1Cl,?,·
COc1cccc(/C=N/NC(=O)CN2CC(c3ccccc3)CC2=O)c1O (stereo unspecified),-56.9%,-9.8
O=C(NCc1ccccc1)c1ccc(=O)oc1,3.9%,11.9
O=C(Nc1ccccc1N1CCN(C(=O)c2ccccc2)CC1)c1cc2ccccc2o1,?,·
Cc1ccc(S(=O)(=O)N2CCOCC2)cc1NC(=O)CN1C(=O)CN(C)C1=O,?,·
COc1ccccc1C(=O)NNC(=S)NC(=O)c1sc2ccccc2c1Cl,5.6%,1.6
CCN(CC)S(=O)(=O)c1ccc(OC)c(NC(=O)Cc2cccs2)c1,?,·

Of the compounds above, 7 have fluorine.
Molecule,Lipid storage S3,Lipid storage S3 cell count max
Cc1ccc2nc(-c3ccncc3)cc(C(=O)NCc3ccccc3F)c2c1,-10.1%,9.4
COc1ccc(-n2nnnc2/C=C/Nc2cc(C(F)(F)F)ccc2OC)cc1,1.2%,-0.3
CSCCC(NS(=O)(=O)c1cccc(C(F)(F)F)c1)C(=O)N(C)CCOc1ccc(Cl)cc1 (stereo unspecified),?,·
NC(=O)C1CCN(C(=O)c2ccc(NS(=O)(=O)c3ccc(F)c(F)c3)cc2)CC1,?,·
CC(=O)Nc1ccc(S(=O)(=O)NC2CC(=O)N(c3cccc(F)c3)C2)cc1 (stereo unspecified),?,·
CC(=O)Nc1ccc(C(=O)Cn2c3[n+](c4c(F)c(F)ccc42)CCCCC3)cc1,-4.2%,-19.2
Fc1ccccc1NC(=S)N1CCN(Cc2ccc3c(c2)OCO3)CC1,-8.9%,-13.6

The list goes on:
Below each compound: Lipid storage S3	Lipid storage S3 cell count max
- Cc1ccc(NC(=O)CCc2c(C)nc3ncnn3c2C)nc1
 : -18.0%	·
- CCN(CC)C(=O)c1csc(Nc2ccc(C)cc2)n1
 : ?	·
- c1ccc(COc2ccc(OCCN3CCCCC3)cc2)cc1
 : ?	·
- Cc1[nH]c(=O)[nH]c(=O)c1S(=O)(=O)N1CCC(C(=O)N2CCN(Cc3ccccc3)CC2)CC1
 : i	·
- C=CCN=c1sc(C(=O)OC)cc(=O)n1CC=C
 : ?	·
- COc1cccc(NC(=S)/C(=C(\[O-])c2ccc(OC(F)F)cc2)[n+]2ccccc2)c1
 : ?	·
- Cc1ccc(OCCCC(=O)NCc2ccco2)cc1
 : 6.0%	-1.1
- COc1ccc(CCNC(=O)c2nnc(Cc3c(F)cccc3Cl)o2)cc1OC
 : ?	·
- CCOC(=O)c1c(CN(CC)CC)n(C)c2cc(Br)c(O)cc12
 : ?	·
- COc1ccc(N(C(=O)c2snc(C(N)=O)c2N)C(C(=O)NC2CCCC2)c2ccc3ncccc3c2)cc1 (stereo unspecified)
 : ?	·
- C=CCNC(=O)CN1C(=O)c2cccc3cccc1c23
 : ?	·
- CCOC(=O)NC1c2ccccc2Oc2ccccc21
 : 6.9%	14.0
- O=C1Nc2ccccc2C12OCCCO2
 : ?	·
- O=C(NCC(=O)N1CCN(S(=O)(=O)c2ccccc2)CC1)c1ccc2ccccc2c1
 : ?	·
- COCc1[nH][nH]c(=O)c1C=Nc1ccc(OC(F)(F)F)cc1
 : ?	·

Other compounds follow:
Below each compound: Lipid storage S3	Lipid storage S3 cell count max
- N#Cc1c2ccc(O)cc2n2ccccc12
 : ?	·
- COc1ccccc1N1CCN(C2CCCN(C(=O)CCN3CCCCO3)C2)CC1 (stereo unspecified)
 : i	·
- Cn1c(=O)n(C)c2cc([N+](=O)[O-])c(N3CCN(C(=O)C(C)(C)C)CC3)cc21
 : -9.1%	-7.4
- C=CCN(C(=O)CSc1nc2ccsc2c(=O)n1Cc1ccccn1)c1ccccc1
 : -0.6%	-6.9
- Cc1ccc(C(=O)NCC(=O)OC(C)C(=O)Nc2ccc(N(C)C)cc2)cc1C (stereo unspecified)
 : ?	·
- CCOC(=O)/C(C(N)=NC(C)C)=C(\O)c1ccccc1
 : 4.0%	·
- Cc1cccc(C(=O)OCC(=O)NCC2COc3ccccc3O2)c1 (stereo unspecified)
 : ?	·
- CCN(c1ccc(F)cc1)S(=O)(=O)c1ccc2[nH]cc(C(=O)NCCCN3CCOCC3)c(=O)c2c1
 : 4.2%	4.4

From PubChem
